# UDG counter – Primary qHTS assay for inhibitors of Activation Induced Cytidine Deaminase (AID): UDG Counterscreen signal | 91,000 compounds, 0.14% hits | Uracil-DNA glycosylase | FRET deamination/UDG coupled assay, UDG read, 4 h | Potency, µM (doses to about 115 µM), for inactives: top-dose activity change, negative = inhibition, most hits filed as inhibitors; further: nearly all actives have a fitted effect of over 65% in size
# AID inhibitor – Primary qHTS assay for inhibitors of Activation Induced Cytidine Deaminase (AID): AID signal. Potency, µM (doses to about 115 µM), without a hit: at the highest dose activity change, negative = inhibition, usual class: inhibitors. AID deamination FRET fluorescence, UDG-coupled, 4 h. Single-stranded DNA cytosine deaminase (Homo sapiens), Q9GZX7. 91,000 compounds, 0.32% hits; further: nearly all actives have a fitted effect of over 25% in size
# Target sequence (Q9GZX7 whole entry, looked up): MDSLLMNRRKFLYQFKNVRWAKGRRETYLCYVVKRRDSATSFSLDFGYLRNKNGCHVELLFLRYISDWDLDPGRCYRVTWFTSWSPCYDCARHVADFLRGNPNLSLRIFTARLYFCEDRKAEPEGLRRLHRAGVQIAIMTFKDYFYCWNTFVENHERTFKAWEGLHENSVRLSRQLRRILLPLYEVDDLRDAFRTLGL
# * marks the source's active call; other numbers are inactive results; ? = inconclusive; & = joins results of further samples; [ ] = dose if it differs, or a comment. The call rests on the fitted dose curve; in most records, active means well fitted curve in the direction sought with a large enough effect; inconclusive means small, poorly fitted or top-dose-only effect, or another doubt; inactive means no such curve, though single readings can be large; an effect the other way counts as inactive or inconclusive. On the % scale 0 is the no-effect control and ±100 the full control effect; potency means the concentration at half of the fitted maximal effect.
Molecule	UDG counter	AID inhibitor
Cc1cc(Cl)ccc1NS(=O)(=O)c1c(C(=O)N2CCCCCC2)c(C)n(C)c1C	0.8%	-1.1%
Cc1cccc(NC(=O)C(C#N)C(=O)CC(C)(C)C)c1 (stereo not given)	0.5%	-20.9%
CCC1CCCCN1CCCNC(=O)c1ccc2c(c1)sc1nc(-c3ccc(F)cc3)cn12 (stereo not given)	-6.2%	-23.7%
C=C(C)CC1(Nc2ccccc2C)CCCCC1	2.9%	4.0%
COc1cc(OC)cc(C(=O)Nc2cccc(-c3cn4ccsc4n3)c2)c1	0.2%[57.5 µM]	-4.9%
Cc1ccc(C)c(CN2C(=O)c3ccccc3S(=O)(=O)c3ccc(C(=O)N4CCCC4)cc32)c1	-8.8%	?
O=C(NCc1ccccc1Cl)c1ccc2c(c1)N(Cc1ccccc1)CCS2	-1.0%	-20.7%
COc1cc(/C=C2/NC(=O)NC2=O)cc(I)c1OCc1cccc(C(=O)O)c1	2.9%	-7.4%
O=C(c1ccc[nH]1)c1cc2cc(Br)ccc2o1	4.7%	1.2%
O=C(Nc1ccc(Br)cc1)C(Cc1ccccc1)NS(=O)(=O)c1cccc2nsnc12 (stereo not given)	-0.8%	-6.4%
COc1ccc(OC)c(NC(=O)CN(c2ccccc2OC)S(=O)(=O)c2ccc(C)cc2)c1	-0.3%	?
CC(NC(=O)CNC(=O)c1cccs1)c1ccc2ccccc2c1 (stereo not given)	8.0%	3.2%
CCCc1cc(=O)[nH]c(Nc2cc(C)ccc2OC)n1	18.0%	28.3%
O=S(=O)(NCC(c1cccnc1)S(=O)(=O)c1ccccc1)c1ccc(Cl)cc1 (stereo not given)	-5.5%	-1.1%
C/C(Cl)=C\CNCc1ccco1	-11.3%	6.7%
CN(C)c1oc(-c2ccco2)nc1S(=O)(=O)c1ccc(F)cc1	37.4%[activator]	-10.1%
COc1ccccc1Nc1nn2c(=O)c3ccc(C(=O)NCCCOC(C)C)cc3nc2s1	3.3%	2.6%
Cc1cnc(NC(=O)c2nn(Cc3ccccc3)c(=O)c3ccccc23)s1	10.0%	-8.9%
CCCCCOc1ccc(Cn2c(=O)oc3ccccc32)cc1	-6.2%[57.5 µM]	3.1%
CCc1ccc(OC(=O)c2ccc(OC)cc2)c(Br)c1	4.1%	-9.0%
CN1C(=O)Cc2cc(S(=O)(=O)CCC(=O)N3CCN(c4ccccc4F)CC3)ccc21	?	34.5%
CCc1ccc(S(=O)(=O)c2cn(C)c3cc(N4CCOCC4)c(F)cc3c2=O)cc1	7.8%	-4.3%
CC(C)(C)c1ccc(CS(=O)CCC(=O)Nc2ccccc2)cc1 (stereo not given)	1.2%	-5.5%
Cc1ccc(F)c(S(=O)(=O)N(Cc2nccn2C)C2CC2)c1	-3.6%	-7.4%
Cn1c(=O)c2c(nc(N3CCN(c4ccccn4)CC3)n2Cc2cccc(Cl)c2)n(C)c1=O	-4.6%	-26.8%
Cc1ccc2c(Cl)c(C(=O)NC(C)c3ccncc3)sc2c1 (stereo not given)	-2.4%	-5.8%
COc1ccc(NC(=O)CSC2=Nc3ccccc3C3=NC(CCC(=O)NCCc4ccccc4)C(=O)N23)cc1 (stereo not given)	-11.4%	8.9%
Cc1ccc(S(=O)(=O)c2nc(-c3cccs3)oc2SC(C)C)cc1	-22.2%	-2.8%
CCOc1ccc(NC(=O)Cc2csc(COc3cccc(C)c3)n2)cc1	3.7%	-6.3%
COc1cccc(NC(=O)CSC2=Nc3ccccc3N=C(c3ccc(F)cc3)C2)c1	-18.9%	?

# Compounds listed so far that have bromine (3):
Molecule	UDG counter	AID inhibitor
O=C(c1ccc[nH]1)c1cc2cc(Br)ccc2o1	4.7%	1.2%
O=C(Nc1ccc(Br)cc1)C(Cc1ccccc1)NS(=O)(=O)c1cccc2nsnc12 (stereo not given)	-0.8%	-6.4%
CCc1ccc(OC(=O)c2ccc(OC)cc2)c(Br)c1	4.1%	-9.0%

# (list continues)
Molecule	UDG counter	AID inhibitor
O=S(=O)(NCC(c1ccco1)S(=O)(=O)c1cccs1)c1ccc(Cl)cc1 (stereo not given)	2.8%	2.2%
COCCCNC(=O)c1ccc2c(c1)N=C(C)c1c(C)ccc(C)c1S2	12.4%	-19.0%
Cn1c(SCc2coc(-c3cccs3)n2)nnc1C1CC1	6.7%	4.9%
CN(Cc1ccccc1)C(=O)CSc1nnc(-c2cccc(Cl)c2)o1	?	-15.0%
COCCCNc1ncnc2c1nnn2C	-2.0%	-16.2%
C[C@]12C[C@H](O)[C@H]3[C@@H](CCC4=CC(=O)CC[C@@]43C)[C@@H]1CC[C@@H]2C(=O)CO	4.5%	-5.8%
O=C(NCc1ccccc1Cl)c1ccc(Cn2c(=O)c3cccn3c3cccnc32)cc1	10.9%	9.7%
COc1cccc(COC(=O)c2ccc(-c3nnn(Cc4cccc(OC)c4)n3)cc2)c1	23.4%	13.5%
CCC(=O)c1ccc(OC(=O)c2cc(Br)ccc2Cl)cc1	1.1%	-7.9%
CC(C)c1ccc(NC(=O)c2ccc3c(Cl)c4c(nc3c2)CCCC4)cc1	1.5%	1.7%
Cc1ccc(N2/C(=N/c3nc(C)cc(C)n3)NC(=O)CC2C(=O)O)cc1 (stereo not given)	8.4%	-1.1%
COc1ccccc1OCCn1cc(C(=O)c2cccs2)c2ccccc21	-5.6%	-5.3%
Cc1ccc(N)c(OCC(F)(F)F)c1	0.8%	-3.8%
Brc1ccc(-c2cnc(-c3ccccc3)o2)cc1	-7.8%	-16.3%
O=C(O)c1cccc(CSc2ccc3c(c2)OCCO3)c1	2.5%	4.4%
COc1cccc(CN(C(=O)c2ccc(C(C)(C)C)cc2)C2CCS(=O)(=O)C2)c1 (stereo not given)	-24.8%	?
Cc1cc(C)c(S(=O)(=O)N2CCC(N3CCN(Cc4ccc(F)cc4)C(=O)C3=O)CC2)c(C)c1	21.0%	14.4%
COc1ccc(Br)cc1/C=N/OC(C)=O	-19.0%	-13.3%
O=C(Nc1ccc2oc(=O)ccc2c1)c1ccc(Cl)cc1	-0.4%	11.7%
Cc1ccc(NC(=O)c2cc(=O)c3ccccc3o2)cc1S(=O)(=O)N1CCCCC1	-7.3%	-9.3%
CCc1cccc(-n2c(C)nc3c(cnn3-c3ccc(Cl)cc3)c2=O)c1	-20.4%	?
CNCc1ccc(-c2cc(Cl)cc(Cl)c2)o1	-1.3%	-7.6%
O=C(Nc1ccccc1C(=O)OCc1cc(=O)n2nc(C3CC3)sc2n1)c1ccc(Cl)cc1	-8.1%	14.7%
CCc1ccc2c(c1)c(=O)c(S(=O)(=O)c1ccc(F)cc1)cn2CC(=O)Nc1ccccc1OC	-6.8%	?
CCOC(=O)C1=C(CN2CCCCC2)NC(=O)NC1c1cc(C)ccc1C (stereo not given)	-12.4%	-7.6%
CNC(=S)NNC(=O)c1cccc(Cl)c1	2.0%	4.8%
CCCCN(CC)CCCNC(=O)c1cc2c(=O)oc3ccc(C)cc3c2s1	-7.2%	-28.7%
CC1=C(C)CC(C(=O)NC(c2ccccc2)c2ccccc2)C(C(=O)O)C1 (stereo not given)	0.1%	5.9%
O=C(Nc1ccc(Br)cc1F)C1CCN(c2nc3ccccc3[nH]2)CC1	-6.9%	5.2%
CC(NC(=O)C1CC1c1ccccc1)C1CC2CCC1C2 (stereo not given)	-1.5%	-8.6%
CC(C)N(c1ccccc1)c1ccc(NC(=O)c2cccc(N(C)C)c2)cc1	-5.1%	-8.1%
COc1cc2nc(NC(=O)c3ccc(F)cc3Br)sc2cc1OC	7.9%	-4.4%
CCNC(=O)NC(=O)C(Cl)c1ccccc1 (stereo not given)	-4.2%	-4.6%
Cc1cc([N+](=O)[O-])ccc1N=C/C(Br)=C/c1ccccc1	-12.6%	26.5%
COc1ccc(C(=O)CC(c2ccc(OC)cc2)S(=O)(=O)c2ccc(C)cc2)cc1 (stereo not given)	-7.9%	-8.2%
COc1ccc(-c2ocnc2C(=O)Nc2ccc(C)c(F)c2)cc1OC	-11.6%	-10.8%
COc1ccc(C(C)=O)c(OS(=O)(=O)c2ccc3c(c2)CCC3)c1	5.0%	-7.9%
CN(C)C(=O)c1ccc(NC(=O)c2cc(-c3ccncc3)nc3ccccc23)cc1	-2.2%	-4.8%
COc1ccc(CCNC(=O)c2ccc3c(c2)N(Cc2ccccc2)C(=O)c2ccccc2S3=O)cc1OC (stereo not given)	-13.5%	?
COc1ccc(-c2csc(-c3c(N)c(C(=O)c4ccccc4)n4ccccc34)n2)cc1OC	?	24.5%

# 3 compounds drawn at random from those above, as already listed:
Molecule	UDG counter	AID inhibitor
CCNC(=O)NC(=O)C(Cl)c1ccccc1 (stereo not given)	-4.2%	-4.6%
COc1ccc(C(=O)CC(c2ccc(OC)cc2)S(=O)(=O)c2ccc(C)cc2)cc1 (stereo not given)	-7.9%	-8.2%
COc1ccc(CCNC(=O)c2ccc3c(c2)N(Cc2ccccc2)C(=O)c2ccccc2S3=O)cc1OC (stereo not given)	-13.5%	?

# The list continues:
Molecule	UDG counter	AID inhibitor
COc1ccc(NC(=O)c2cnn(-c3ccc(F)cc3F)c2C2CCN(C(=O)OC(C)(C)C)CC2)cc1Cl	53.6%[activator]	-14.7%
COc1cccc(CNC(=O)c2ccc(-c3nc(CSc4ccccc4)c(C)o3)cc2)c1	?	10.8%
CCCCN(C)C(=O)C(=O)c1c(C)[nH]c2ccccc12	-3.0%	0.4%
COc1ccc(-c2noc(Cn3c(=O)c4ccccc4n(CC(=O)Nc4cccc(C(F)(F)F)c4)c3=O)n2)cc1	-0.9%	11.8%
CCn1cc(C(=O)NCCCN(CC(C)C)CC(C)C)c(=O)c2cc(S(=O)(=O)N(C)C3CCCCC3)ccc21	-10.4%	-26.0%
Cc1noc(/C=C\c2ccc(S(=O)(=O)N3CCN(C4CCCCC4)CC3)cc2)c1NC(=O)C1CC1	?	-19.2%
COc1ccc(C)cc1NC(=O)C1CCN(S(=O)(=O)c2ccc3[nH]c4c(c3c2)CCCCC4)CC1	21.2%	-6.8%
N#Cc1c(NCCO)nc(-c2ccco2)c2c1CCCC2	0.0%	-16.3%
CCN(CC)S(=O)(=O)c1cccc(NCc2ccccc2C#N)c1	-1.5%	-17.1%
O=[N+]([O-])C(=C(Sc1ccccc1)Sc1ccccc1)/C(Cl)=C(/Cl)Br	-14.2%	-15.0%
O=C(Nc1cccc(Cl)c1Cl)c1cc(S(=O)(=O)NCCc2ccccc2)ccc1F	3.7%	2.1%
Cc1cccc(C(=O)NC(Nc2cccc3ccccc23)C(Cl)(Cl)Cl)c1 (stereo not given)	-20.6%	-3.0%
CCSc1nc(N)c(C#N)c(CC)c1C#N	2.0%	-5.7%
Cn1c(=O)c(=O)n(C)c2cc(S(=O)(=O)CCC(=O)Nc3cccc(C(F)(F)F)c3)ccc21	-1.7%	-0.3%
NS(=O)(=O)c1ccc(NC(=O)c2ccc([N+](=O)[O-])cc2[N+](=O)[O-])cc1	-11.2%	1.6%
NCC1CC2CCC1C2 (stereo not given)	-7.2%	-5.1%
Cc1cccc(CCNC(=O)CCS(=O)(=O)c2cc3c(cc2Cl)NC(=O)CO3)c1	7.1%&6.2%	1.0%&41.6%
Cc1sc(-c2cc3ccccc3oc2=O)nc1-c1ccc(Cl)cc1	-4.1%	11.6%
CN(C(=O)CSc1nc2ccc(NC(=O)c3ccc(F)cc3)cc2s1)c1ccccc1	-0.1%	-11.5%
CSc1ncccc1C(=O)N(Cc1nnc(-c2ccccc2Cl)o1)C(C)C	1.5%	-0.4%
Cc1oc(-c2ccccc2)nc1C(=O)Nc1nc(CC(N)=O)cs1	0.2%	18.2%
CC1(C)CC(=O)C/C(=N/NC(=O)c2ccc(NC(=O)C3CC3)cc2)C1	-6.2%	-2.5%
CCOc1ccc(NC(=O)CSc2nccc(-c3cccc(OC(F)F)c3)n2)cc1	-0.1%	0.5%
CC(NC(=O)c1ccccc1Cc1ccccc1)c1ccncc1 (stereo not given)	10.1%	3.0%
CN(C)CCNc1oc(/C=C/c2cccs2)nc1C#N	-2.9%	2.2%
CSc1ccc(Nc2nn(-c3ccc(OC(F)(F)F)cc3)nc2C(C)=O)cc1	1.3%	7.9%
CCCc1cc(C(=O)N/N=C2\CC3CCC2(C)C3(C)C)cs1 (stereo not given)	-8.3%	-5.8%
CCSc1ccccc1C(=O)NC(C)C	5.5%	-6.9%
CCOc1cccc2sc(N3CCN(C(=O)c4ccco4)CC3)nc12	-2.4%	-6.1%
COc1ccc(Cl)cc1NC(=O)CSc1cn(CC(=O)N2CCCC2)c2ccccc12	-7.4%	-31.6%
Cc1ccc2nc(C)cc(C(=O)OC(C)C(=O)NCC(C)C)c2c1 (stereo not given)	2.9%	-3.3%
COc1ccc(NCc2ccccc2-c2nnc(-c3ccccc3)o2)cc1Cl	0.0%	5.7%
CC1=C(c2ccc(Cl)cc2)[N+](=O)C(C)(C)N1[O-]	-7.8%	-2.2%
CNC1(C)C2CCC(C2)C1(C)C (stereo not given)	2.6%	-2.1%
Cc1noc(Cn2c(=O)c3cc4c(cc3n(CC(=O)Nc3ccccc3Br)c2=O)OCO4)n1	-6.6%	6.6%

# High-throughput results from PubChem.

# These rows are one share of the data. The share of hits here may be higher or lower than overall.
